Assay outcomes (PubChem)
TNAP activators: human TNAP enzyme activators, primary screen, biochemical, luminescent, no phosphate acceptor, uHTS (AID 1001) | 200,000 compounds, 0.03% hits | Alkaline phosphatase, tissue-nonspecific isozyme (Homo sapiens) | activation fold at 20 µM, or EC50 in µM where a hit was titrated | purified TNAP, luminescent activation assay, no phosphate acceptor; higher activation fold means a stronger effect; in the data active means activation fold from about 3, or a potency from the dose series; inactive means the rest, 99 in 100 with activation fold below about 1.6; further: many of its hits are not listed in these tables
RSV CPE inhibition: RSV antiviral activity via CPE protection, HEp-2 cells, primary 10 µM value included (AID 2391); 310,000 compounds, 0.13% hits; HEp-2 cells, RSV-induced CPE inhibition; higher % means a stronger effect; CPE inhibition, % at 10 µM; hits with a dose series show IC50 in µM; in the data active means a potency from the dose series; inconclusive means CPE inhibition mostly from about 23% at the one dose, without a potency; inactive means the rest, 99 in 100 with CPE inhibition below about 21%; further: strong numbers were not always called active
M17LAP inhibition: P. falciparum M17LAP inhibitors, primary screen, biochemical, fluorogenic H-Leu-NHMec substrate, 1536-well (AID 1619) | Leucine aminopeptidase (Plasmodium falciparum (isolate 3D7)) | recombinant M17LAP, H-Leu-NHMec fluorogenic kinetic assay; higher % means a stronger effect | one-dose inhibition, % at 30 µM; IC50 in µM for titrated hits | 220,000 compounds, 0.38% hits;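 active means compound inhibiting the enzyme by more than half at any dose during confirmatory dose-response retesting; inconclusive means strong single-dose inhibitors picked by rank but not retested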;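 further: plate controls were full reaction with DMSO carrier for no effect and no enzyme background for full effect; strong numbers were not always called active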
human PMI inhibitors: human PMI inhibitors, high substrate, primary screen, biochemical, fluorescence intensity, high mannose 6-phosphate (AID 1220). Mannose-6-phosphate isomerase (Homo sapiens). recombinant PMI enzyme, coupled fluorescence intensity; higher % means a stronger effect. inhibition, % at 20 µM, or IC50 in µM where a hit was titrated. 190,000 compounds, 0.66% hits
T cell HTS: modulators of CD8 T cell-vesicle binding, primary screen, mouse 2C CD8+ T cells, flow cytometry; 2C CD8+ T cell-vesicle binding; stronger effect = lower value; calls only at 7 µM; 330,000 compounds, 0.068% hits; AID 2052, 2009;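 active means response, share of CD8 T cells binding vesicles, and their 90th percentile fluorescence all below set limits, cut at about 80% in these data, passing the limit was not always enough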
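Assay system – 2C mouse CD8+ T cells · Also added – QL9-loaded Drosophila micro-vesicles · Timing – Cell–vesicle co-incubation 1.5 h at 37 °C, staining 20 min on ice · Signal – flow cytometry of vesicle-bound cells · Measure – percent CD8+ FL2 mean versus row control · Controls – Peptide-free naked vesicles (low) and QL9 vesicles with 0.7% DMSO vehicle (high)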
PMI inhibitors: inhibitors of human PMI, primary screen, biochemical, fluorescence intensity, coupled assay (AID 1209). purified PMI enzyme, coupled fluorescence intensity; higher % means a stronger effect. inhibition, % at 20 µM; hits with a dose series show IC50 in µM. 190,000 compounds, 0.42% hits. Mannose-6-phosphate isomerase (Homo sapiens);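 further: plate controls were DMSO vehicle for no effect and wells lacking substrate for full effect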
K1F lysis inhibition: inhibition of K1F phage lysis, E. coli UTI89, bacterial capsule biogenesis inhibitors, alamar blue (AID 488966) | E. coli UTI89 K1F phage lysis, alamar blue, 2 h; higher % means a stronger effect | 340,000 compounds, 0.02% hits | inhibition, % at 100 µM, or IC50 in µM where a hit was titrated;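 active means phage lysis inhibition, versus mean bacterial control, above a set limit; inconclusive means no clear call, values can overlap the other calls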;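 further: capsule biogenesis inhibitors block K1F phage lysis so surviving cells raise fluorescence; higher fluorescence means more inhibition of phage lysis; actives were called in the ten point dose series up to 300 µM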
West Nile virus CPE: West Nile virus antiviral activity, cell-based, CPE readout (AID 1621). West Nile virus-infected cells, CPE inhibition; higher % means a stronger effect. one-dose CPE inhibition, % at 10 µM; IC50 in µM for titrated hits. 290,000 compounds, 0.02% hits; in the data active means a potency from the dose series; inconclusive means CPE inhibition mostly from about 3.7% at the one dose, without a potency; inactive means the rest, 99 in 100 with CPE inhibition below about 2.2%; further: strong numbers were not always called active
M1AAP inhibition: P. falciparum M1AAP inhibitors, biochemical, fluorogenic H-Leu-NHMec substrate, 1536-well (AID 1445) | 220,000 compounds, 0.42% hits | Aminopeptidase N (Plasmodium falciparum (isolate 3D7)) | recombinant M1AAP, H-Leu-NHMec fluorogenic kinetic assay; higher % means a stronger effect | inhibition, % at 30 µM, or IC50 in µM where a hit was titrated;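 active means primary inhibition above the hit cutoff, then over 50% inhibition at one or more dose response concentrations, cut at about 23% in these data, passing the limit was not always enough; inconclusive means conflicting primary data, or primary hits not chosen for dose response; inactive means low primary inhibition, or under 50% at every dose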;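 further: plate controls were DMSO full reaction for no effect and no enzyme background for full effect; strong numbers were not always called active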
T cell HTS vesicle-bound %: further read-out of T cell HTS, marked with its call; double positive events, %; measured here: CD8+ vesicle-bound cell fraction;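 binding gate set so that unloaded-vesicle control wells show 10% double positive cells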
An asterisk follows results filed as active; i = inactive; ? = inconclusive; nt = no result given; [ ] = another dose, or the depositor's remark. Unless noted, no stated cut-off is given here; in the data, active means inhibition above about 50%; inactive means the rest.

SMILES	TNAP activators	RSV CPE inhibition	M17LAP inhibition	human PMI inhibitors	T cell HTS	T cell HTS vesicle-bound %	PMI inhibitors	K1F lysis inhibition	West Nile virus CPE	M1AAP inhibition
COc1cccc(NC(=O)c2nn(C)cc2Br)c1	nt	3.4%	nt	nt	i	44	nt	-0.6%	0.3%	nt
COC(=O)c1[nH]c2ccc(C)cc2c1NC(=O)CN1CCN(c2ccc(F)cc2)CC1	1.1	14%	1%	10%	i	41	7%	2.0%	-0.1%	-2%
Nc1nnn(CC(=O)N/N=C/c2ccc(O)cc2)n1	nt	1.1%	15%	nt	i	18	nt	0.2%	0.4%	6%
O=C(CNc1cccc2ccccc12)N/N=C/c1ccc[nH]1	nt	0.8%	nt	nt	i	30	nt	0.4%	0.3%	nt
Cc1nn(-c2ccccc2)c2c1C(c1ccc([N+](=O)[O-])cc1)N1C(=N2)C(=O)Nc2ccccc21 (stereo not drawn)	1	31µM*	4%	16%	i	48	30%	9.1%	1.3%	16%
CCOC(=O)c1sc(NC(C)=O)nc1-c1ccccc1	1	-1.2%	-5%	6%	i	45	4%	2.9%	-0.9%	4%
CC(CCc1ccccc1)NC(=O)CSc1nccc(=O)[nH]1 (stereo not drawn)	1	1.4%	3%	-8%	i	33	-4%	1.0%	0.1%	4%
Cc1ccc(S(=O)(=O)N2CCN(CC(=O)N/N=C\c3ccccn3)CC2)cc1	nt	1.4%	0%	nt	i	29	nt	0.3%	-0.1%	-3%
COc1cccc(C2C(C(N)=O)=C(C)Nc3nc(-c4ccccc4Cl)nn32)c1 (stereo not drawn)	0.6	0.1%	10%	4%	i	66	9%	-2.6%	1.0%	2%
CC[C@H](C)C(C(=O)N1CCN(C(=O)OC(C)(C)C)CC1)n1cc(C(CC(C)C)NC(=O)OC(C)(C)C)nn1 (stereo partly drawn)	1	-2.1%	0%	-9%	nt	nt	2%	1.1%	-0.3%	2%
Cc1cc2oc(=O)c(CC(=O)O)c(C)c2c2occ(C(C)(C)C)c12	nt	9.7%	nt	nt	i	45	nt	-0.1%	0.2%	nt
COc1ccc(NC(=O)C(CC(=O)O)Cc2ccccc2)cc1 (stereo not drawn)	1.1	0.6%	28µM*	-10%	i	57	-8%	0.7%	1.2%	2%
CC1=CCC2C(=O)N(c3cc(C)on3)C(=O)C2C1 (stereo not drawn)	1.1	2.0%	4%	-4%	i	17	-9%	0.4%	0.0%	8%
O=C(c1cc(Br)c[nH]1)N1CCSCC1	nt	0.2%	nt	nt	i	45	nt	0.0%	1.4%	nt
Cc1cnn(-c2ccc3nnc(-c4ccc(Br)cc4)n3n2)c1	1.2	1.4%	-3%	9%	i	32	13%	-0.1%	0.6%	4%
CCn1nnnc1SCC(=O)Nc1cccc(NC(C)=O)c1	1	0.0%	-7%	-8%	i	34	-10%	0.4%	0.6%	0%
Cc1ccc(F)cc1NC(=O)CCOc1ccccc1	1.2	-2.5%	-7%	-2%	i	33	-2%	0.3%	-0.1%	-2%
Cc1ccc2[nH]c(=O)c(CN(CCCO)C(C)c3nnnn3Cc3ccco3)cc2c1 (stereo not drawn)	nt	-0.1%	8%	nt	i	27	nt	0.1%	0.4%	1%
CC(=O)NCCc1nc2cc(NS(=O)(=O)c3ccc(Cl)cc3)ccc2n1C	nt	-1.0%	nt	nt	i	21	nt	-1.3%	0.1%	nt
Cc1cc(C=O)c(C)n1-c1cccc(C(=O)O)c1	1	0.8%	5%	0%	i	24	3%	-0.7%	0.6%	-4%
O=S(=O)(/N=C(/Nc1ccccn1)c1ccccc1)c1ccc(Cl)cc1	0.9	-1.3%	64%	15%	i	48	1%	6.3%	0.0%	7%
CCCCCCC(c1c(C)n(C)n(-c2ccccc2)c1=O)c1c(C)n(C)n(-c2ccccc2)c1=O	1.1	-0.2%	3%	-8%	i	11	-3%	0.2%	-1.4%	-3%
O=C(CCc1nnc(CCCCc2ccccc2)o1)NCCc1cccnc1	1.1	0.6%	9%	8%	i	58	6%	0.1%	0.2%	4%
COC(=O)CSc1nnc(CNC(=O)c2ccccc2OC)n1-c1ccc(OC)cc1	1	0.9%	10%	-10%	i	58	0%	7.5%	0.7%	-2%
Cc1cc(-n2c(C)cc(C(=O)CSc3ncnc4ccccc34)c2C)no1	1.1	4.0%	11%	9%	i	11	16%	0.0%	-0.1%	7%

The final 2 entries of the section before open the next one:
SMILES	TNAP activators	RSV CPE inhibition	M17LAP inhibition	human PMI inhibitors	T cell HTS	T cell HTS vesicle-bound %	PMI inhibitors	K1F lysis inhibition	West Nile virus CPE	M1AAP inhibition
COC(=O)CSc1nnc(CNC(=O)c2ccccc2OC)n1-c1ccc(OC)cc1	1	0.9%	10%	-10%	i	58	0%	7.5%	0.7%	-2%
Cc1cc(-n2c(C)cc(C(=O)CSc3ncnc4ccccc34)c2C)no1	1.1	4.0%	11%	9%	i	11	16%	0.0%	-0.1%	7%
CCN1CCN(C(=O)/C(=C/c2cccs2)NC(=O)c2ccc(C)c(C)c2)CC1	nt	0.8%	nt	nt	i	16	nt	0.3%	-0.8%	nt
C/C(=N\NC(=O)c1ccc(Cn2cc([N+](=O)[O-])cn2)o1)c1cccc(NC(=O)c2cccnc2)c1	1	3.2%	7%	-3%	i	40	4%	0.1%	-0.1%	4%
Cc1cc(C(C)(C)C)c(O)c(C(C)(C)C)c1	1	-0.1%	-4%	1%	i	63	0%	2.2%	0.0%	3%
Cc1cc(OC(C)C(=O)NCc2ccccn2)c2c(C)c(Cc3ccccc3)c(=O)oc2c1 (stereo not drawn)	nt	1.0%	nt	nt	i	16	nt	0.1%	0.2%	nt
CCOC(=O)Nc1ccc2c(c1)N(C(=O)N1CCN(C)CC1)c1ccccc1S2	1	-1.8%	5%	2%	i	39	5%	-0.4%	2.3%	1%
CCN(CCCNC(=O)C1CCCN(S(=O)(=O)c2cnc[nH]2)C1)c1ccccc1 (stereo not drawn)	1.1	2.9%	1%	6%	i	38	8%	2.8%	-0.2%	10%
Oc1ccc2ccccc2c1C=Nc1ccc(Cl)cn1	0.9	3.2%	14%	75%*	i	60	56%*	0.0%	-0.9%	8%
COC(=O)c1ccc2c(=O)n(CCCCCC(=O)NCc3ccccn3)c(=O)[nH]c2c1	1.1	1.1%	2%	2%	i	26	8%	0.6%	1.1%	2%
CCOC(=O)/C(C#N)=C/c1ccc(OCC(=O)Nc2ccccc2)c(OC)c1	1	6.3%	-1%	6%	i	18	7%	-0.1%	0.5%	16%
Cc1ccc(S(=O)(=O)Cn2nnnc2CN2CCN(C(=O)c3ccco3)CC2)cc1	1.1	3.2%	4%	-6%	i	34	-8%	0.7%	nt	-1%
CC(=O)OC1COC(OC2C(O)C(C)OC(OC3C(OC4CCC5(C)C(CCC6(C)C5CC=C5C7CC(C)(C)CCC7(C(=O)O)CCC56C)C4(C)CO)OCC(O)C3O)C2O)C(O)C1OC(C)=O (stereo not drawn)	1.1	-1.6%	6%	11%	i	35	13%	nt	?	2%
Cc1cccc(-c2c3c(=O)n(C)c(=O)n(C)c3cn2CCO)c1	1.1	0.9%	1%	-65%	i	57	-54%	0.2%	-0.2%	0%
Cc1ccc(S(=O)(=O)c2cn(CC(=O)Nc3ccccc3)c3ccc(F)cc3c2=O)cc1	1.1	3.8%	-6%	8%	i	40	8%	5.6%	nt	1%
Clc1ccccc1CSc1nnc([C@@H]2CCCN2)o1	nt	nt	8%	nt	i	18	nt	0.1%	-0.8%	11%
CC(=O)c1c(C)oc2ccc(N(C(C)=O)S(=O)(=O)c3cccc4cccnc34)cc12	nt	-0.3%	23%	nt	i	58	nt	0.1%	-0.4%	13%
Cc1ccccc1Nc1nnc(-c2ccc(C(=O)NCCO)cc2)c2ccccc12	nt	15%	nt	nt	i	10	nt	-1.9%[50 µM]	-0.1%	nt
O=C(Nc1ccc(NC(=O)c2ccccc2Cl)nc1)c1ccco1	nt	0.7%	nt	nt	i	23	nt	0.1%	-0.4%	nt
COc1ccc(S(=O)(=O)N2CCN(C(=O)c3ccco3)CC2)cc1C(C)(C)C	nt	1.5%	nt	nt	i	60	nt	0.1%	-1.3%	nt
CCCc1noc2c1/C(=N\O)CC(CC(C)SCC)C2 (stereo not drawn)	1	?	-9%	15%	i	20	12%	0.0%	-0.8%	6%
Cc1ccc(S(=O)(=O)N2CCOCC2)cc1C(=O)NCCN1C(=O)S/C(=C\c2ccccc2Cl)C1=O	1	7.0%	2%	10%	i	35	4%	6.4%	-1.0%	4%
O=C(NCCN1CCOCC1)C1CCC(=O)N1Cc1ccccc1Cl (stereo not drawn)	1.2	1.9%	-6%	16%	i	51	12%	0.5%	0.3%	-1%
N/C(=N\OC(=O)c1ccc(Br)cc1)c1ccccc1	1.1	nt	-2%	15%	i	35	13%	4.6%	-0.3%	6%
COc1ccc(S(=O)(=O)N(C)C(C)CCc2ccco2)cc1 (stereo not drawn)	nt	2.2%	nt	nt	i	22	nt	0.0%	-1.3%	nt
CC1CN(S(=O)(=O)c2ccccc2)CC(C)O1 (stereo not drawn)	1	-0.6%	-1%	-8%	i	10	4%	0.4%	0.6%	-9%
CCC(=O)Nc1ccc(Cl)c(NC(=S)NC(=O)COc2ccccc2)c1	0.8	1.4%	-6%	0%	i	66	-1%	0.3%	-0.6%	-1%
c1ccc(Cc2nnc(N3CCOCC3)c3ccccc23)cc1	1.1	6.9%	1%	-1%	i	60	2%	1.1%	-0.3%	10%
CCCCNC(=O)O[C@H]1C[C@@H]2CCN3C(=O)CCC[C@H]([C@H]1Cc1ccccc1)[C@H]23	nt	-0.1%	nt	nt	i	26	nt	-0.8%	-0.6%	nt
CCn1c(/C=C/c2ccccc2F)nc2ccccc2c1=O	nt	10%	nt	nt	i	56	nt	-0.1%	-0.5%	nt
Cc1ccc(/C=C/C(=O)OCC(=O)Nc2cccc(S(=O)(=O)N(C)C)c2)o1	1.1	4.0%	19%	5%	i	26	8%	4.3%	-0.4%	13%
c1cc2cn[nH]c2cc1NC1CCCCCC1	1	8.2%	5%	nt	i	16	nt	-0.1%	0.1%	1%
